# FXN GAA850 act = activators of GAA850 frataxin (FXN) promoter; HEK293 lucGAA850 FXN promoter luciferase reporter, 24 h; percent of 10 µM SAHA response; activation, % at 6 µM; 0.56% of 360,000 active; AID 540364;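 active = activation above the average of all compounds screened plus 3 SD, cutoff fixed separately per campaign, cut at about 7.5% in these data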;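 also: 0% = DMSO wells and 100% = 10 µM SAHA wells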
# hgDAF12 agonist = activates the H. glycines DAF-12 receptor ligand-binding domain; HEK293 GAL4-hgDAF12 UAS-luciferase reporter, agonist luminescence; normalized to butyrate control; activation, % at 6.8 µM; 1.8% of 370,000 active;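 active = activation above a cutoff set at the mean of all screened compounds plus 3 SD, cut at about 10% in these data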;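 also: 0% = DMSO wells and 100% = sodium butyrate wells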
# ssDAF-12 act = activates DAF-12 receptor from parasite S. stercoralis | 1% of 370,000 active | AID 652126 | HEK293 ssDAF-12/GRIP1 lit1-tk-luc reporter, luminescence; % of 3 µM dafachronic acid response | activation, % at 6.8 µM;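 active = activation above the mean over all tested compounds plus 3 SD, cut at about 0.9% in these data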;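 also: 0% = DMSO-only wells and 100% = 3 µM delta7-dafachronic acid wells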
# PLCb3 inh = inhibitors of human phospholipase C beta3. Purified PLC-beta3, fluorogenic substrate, fluorescence. inhibition, % at 12.2 µM. 0.18% of 370,000 active; in the data active = inhibition above about 11%;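 also: 0% = median of compound wells on plate and 100% = full blocker control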
# SMARCA2 activ = activators of SMARCA2 function. MG213 cells, MMTV-luciferase reporter, dexamethasone, overnight. activation, % at 9.1 µM. 1% of 370,000 active; in the data active = activation above about 7.8%;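 also: 0% = vehicle wells and 100% = reference activator wells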
# DAX1 inh-1 = NR0B1 (DAX1) inhibition; 0.99% of 340,000 active; AID 504766; HEK293 Gal4-DAX1 luciferase reporter, luminescence; inhibition, % at 6.75 µM;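 active = inhibition above the mean over all tested compounds plus 3 SD, cut at about 4.2% in these data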;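 also: 0% = DAX1-transfected cells with DMSO and 100% = empty-vector control cells with DMSO; inhibition shows as a rise in luminescence from relieved DAX1 repression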
# Target sequence (P51843 207-470 limits assumed): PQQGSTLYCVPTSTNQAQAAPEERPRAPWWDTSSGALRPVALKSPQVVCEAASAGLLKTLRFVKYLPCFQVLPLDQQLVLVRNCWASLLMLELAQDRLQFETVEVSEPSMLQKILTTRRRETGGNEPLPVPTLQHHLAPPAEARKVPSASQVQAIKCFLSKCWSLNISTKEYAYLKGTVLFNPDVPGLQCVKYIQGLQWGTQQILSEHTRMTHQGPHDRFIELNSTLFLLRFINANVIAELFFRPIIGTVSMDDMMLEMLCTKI
# sPLA2-III inh = Inhibits HGIII-sPLA2 liposome hydrolysis, primary screen. Q9NZ20. QFRET BODIPY PC-A2 liposome hydrolysis, fluorescence. inhibition, % at 12.2 µM. 0.56% of 370,000 active;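 active = inhibition above mean plus 3 SD of compounds lying within the high and low control bounds, cut at about 19% in these data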;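 also: 0% = median of test compound wells and 100% = no enzyme DMSO wells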
# PG9 binder = small molecules binding HIV-1 gp120 antibody PG9. TR-FRET gp120-PG9 antibody binding. inhibition, % at 6.7 µM. 0.43% of 360,000 active; in the data active = inhibition above about 8.5%
# NR1D1 modulator = modulators of human Rev-erb alpha DNA binding | P20393 | Rev-erbα–FITC-DNA binding, fluorescence polarization, 90 min | activity, % at 10 µM | 0.79% of 370,000 active;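 active = activity above about 14%, limit read from the data; passing the limit was not always enough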;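 also: 0% = DMSO wells with 35 nM protein and 100% = DMSO wells with 750 nM protein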
# Target sequence (P20393 whole entry, looked up): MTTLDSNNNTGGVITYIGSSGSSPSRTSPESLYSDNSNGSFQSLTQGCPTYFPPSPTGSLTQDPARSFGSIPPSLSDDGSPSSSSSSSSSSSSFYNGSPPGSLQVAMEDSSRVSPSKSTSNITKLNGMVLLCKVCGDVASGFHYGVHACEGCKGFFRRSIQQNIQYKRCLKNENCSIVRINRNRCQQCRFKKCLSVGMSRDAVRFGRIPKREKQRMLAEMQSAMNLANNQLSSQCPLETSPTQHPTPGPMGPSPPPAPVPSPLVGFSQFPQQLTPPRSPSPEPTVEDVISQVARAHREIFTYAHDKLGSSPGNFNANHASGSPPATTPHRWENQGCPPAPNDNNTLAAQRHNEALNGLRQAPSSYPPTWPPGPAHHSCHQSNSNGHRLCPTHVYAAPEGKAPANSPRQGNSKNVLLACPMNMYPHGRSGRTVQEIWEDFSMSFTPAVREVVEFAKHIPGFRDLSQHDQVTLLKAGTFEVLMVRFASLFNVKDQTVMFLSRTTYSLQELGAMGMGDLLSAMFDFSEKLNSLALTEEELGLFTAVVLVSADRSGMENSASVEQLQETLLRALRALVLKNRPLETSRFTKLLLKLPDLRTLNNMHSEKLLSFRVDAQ
# hcDAF12 agonist = activates DAF-12 receptor from parasite H. contortus; AID 652067; activation, % at 6.8 µM; 1.4% of 370,000 active; HEK293 hcDAF-12 lit1-tk-luc reporter, luminescence; 0% DMSO, 100% Δ7-dafachronic acid;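 active = activation above the mean of all tested compounds plus 3 SD, cut at about 5.5% in these data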;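 also: 100% = response to 3 µM Δ7-dafachronic acid high control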
# DAX1 inh-2 = blocks DAX1 repression of SF-1 activated StAR promoter. AID 652010. inhibition, % at 6.8 µM. HEK293T StAR-luciferase reporter, SF-1/DAX-1 repression relief. 1.1% of 370,000 active;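 active = inhibition above the mean over all tested compounds plus 3 SD, cut at about 3.6% in these data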;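 also: 0% = DAX-1 cells with DMSO and 100% = cells lacking DAX-1 with DMSO; higher inhibition means more luminescence from relief of DAX-1 repression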
# Active calls of the source: *; i = inactive; . = no result given.
# The line under a structure holds: FXN GAA850 act	hgDAF12 agonist	ssDAF-12 act	PLCb3 inh	SMARCA2 activ	DAX1 inh-1	sPLA2-III inh	PG9 binder	NR1D1 modulator	hcDAF12 agonist	DAX1 inh-2
> CC(NC(=O)C1CCN(S(=O)(=O)c2cccc3nonc23)CC1)c1ccccc1 (centres undefined)
 : 1.1	3.5	-0.9	-2.0	-1.5	-0.2	2.4	1.5	-6.4	-2.1	0.1
> O=C(CNC1CCCCC1)Nc1ccc(S(=O)(=O)N2CCCCC2)cc1
 : -0.5	-0.9	-1.7	-16.5	4.5	0.9	-9.3	-0.7	5.5	1.0	-0.2
> C/C(=N\O)C(=O)Nc1ccccc1
 : 1.8	0.5	-1.4	-3.4	-2.4	-0.5	8.1	-0.6	2.3	1.9	-0.3
> Nc1nncn1C(=O)c1ccccc1Cl
 : -1.6	-0.8	-1.0	2.7	2.1	-0.3	1.8	-1.4	5.2	-0.5	-0.2
> CCc1nnc(NS(=O)(=O)c2ccc(NC(=S)NC(=O)/C=C/c3ccc([N+](=O)[O-])cc3)cc2)s1
 : 1.0	-0.9	-1.0	2.7	0.8	0.9	-15.0	-0.7	-8.8	0.3	-0.2
> c1ccc2c(C3=NNC(=NC4CCCCC4)SC3)c[nH]c2c1
 : 3.7	3.5	1.5*	-16.6	4.6	-0.7	-3.2	-1.9	1.1	9.3*	0.4
> CCCc1nc(SC2CCCC2)c2c(=O)n(C)c(=O)n(C)c2n1
 : -0.4	0.7	-1.0	1.6	-1.2	0.9	-2.8	-1.5	9.0	2.2	0.4
> O=C(Nc1ccccc1)c1ccc(OC(=O)c2ccccc2)cc1
 : 2.1	-1.2	-1.1	2.8	-0.4	-0.3	-2.9	-0.9	7.1	-1.2	-0.5
> O=C(CN1C(=O)S/C(=C/c2cc(Br)cs2)C1=O)N1CCOCC1
 : 2.1	0.1	-1.4	-1.5	-3.1	1.2	5.6	1.2	1.8	1.5	-0.1
> O=C(NCC(=O)N(Cc1cccs1)C(C(=O)NC1CCCCC1)c1ccco1)c1cccs1 (centres undefined)
 : -2.2	-4.4	-1.0	2.4	4.1	-1.8	-0.5	-2.0	4.5	-2.0	-0.6
> COc1ccc(/C=N/NC(=O)c2[nH]c3ccc(C)cc3c2-c2ccccc2)c(C(=O)O)c1OC
 : 1.3	6.2	-1.4	-101.9	-2.7	1.6	-0.9	0.3	5.7	-0.1	-0.4
> CCCCc1nnc(SCc2ccc(OCC)cc2)n1N
 : 1.7	-2.2	-0.7	-0.7	-2.1	-0.6	3.8	-1.1	0.1	-1.6	1.1
> O=C(CSc1nnc2c(n1)[nH]c1ccc(F)cc12)OCc1ccccc1
 : -0.3	-0.7	-0.8	0.2	1.1	0.8	2.1	-2.9	-3.5	-0.6	-0.5
> CCCn1nnnc1NCc1ccc(Cl)cc1Cl
 : 1.6	-0.4	-1.2	-7.0	-2.1	-0.5	1.1	-0.3	1.4	0.0	-0.7
> COc1ccc(C(=O)OCC(=O)NC(=O)NC2CCCC2)c(O)c1
 : 1.6	-1.6	-1.6	-4.8	1.7	0.8	-10.3	-0.6	-7.7	-0.5	1.0
> Cc1ccc(S(=O)(=O)n2cccc2C)cc1
 : -0.3	1.6	0.2	-3.9	-4.0	.	0.1	-2.1	3.4	-0.7	0.1
> Cc1ccc(C(=O)OCC(=O)NNC(=O)c2cccs2)c(O)c1
 : 2.1	0.3	-1.2	-4.3	-1.8	2.5	2.2	1.2	4.4	0.2	2.2
> O=C(O)CN(c1ccccc1)S(=O)(=O)c1cc(C(F)(F)F)cc(C(F)(F)F)c1
 : -0.3	-3.7	-1.2	-1.6	-1.1	0.2	-1.2	0.9	-5.6	-1.3	0.2
> CC(=O)c1ccc(Nc2ccc([N+](=O)[O-])c3nonc23)cc1
 : 5.2	-2.6	-1.5	-13.3	-2.0	-1.0	-3.4	-13.2	10.8	-1.8	-0.5
> Cn1c(=O)c2c(nc(Sc3nc4ccccc4n3CC(=O)N3CCCCC3)n2C)n(C)c1=O
 : 0.5	-0.4	-1.2	-0.6	0.6	0.3	4.6	-0.5	-0.1	-2.0	-0.4
> Cc1ccc(S(=O)(=O)N2CCOCC2)cc1C(=O)NCc1ccccc1CN1CCCC1
 : -0.9	0.2	-1.4	-109.7	2.2	1.4	1.4	0.1	-2.8	-0.6	1.2
> CCCc1nnc(NC(=O)CCC(=O)Nc2ccc(Cl)cc2)s1
 : 1.6	0.9	-0.3	-3.6	-0.8	-0.3	-3.0	-1.3	-2.5	-0.5	0.0
> CC(C)CCNC(=O)c1ccc2c(SCC(=O)O)c3c(nc2c1)CCC3
 : -0.9	1.3	-0.4	-1.0	1.5	0.9	2.7	-0.7	-0.5	1.5	0.2
> O=C1c2oc3ccccc3c(=O)c2C(c2cccc(O)c2)N1CCCN1CCOCC1 (centres undefined)
 : 0.0	7.2	-0.9	-15.5	-1.4	-0.8	-10.3	-0.8	-0.7	-0.1	0.1
> Cc1ccc(-c2csc(C3=C(O)CN(NC(=O)c4ccc([N+](=O)[O-])cc4)C3=N)n2)cc1
 : 0.5	1.8	0.2	0.4	-0.1	-1.1	-1.4	-2.1	-10.2	-0.7	0.7
> CCC(=O)Nc1ccc(OCc2nc3ccccc3s2)cc1
 : 4.7	19.6*	2.5*	-0.8	3.3	2.3	-6.3	0.8	-3.5	11.0*	9.4*
> COc1ccc(C(=O)NCc2nc3ccccc3[nH]2)cc1OC
 : 0.3	-0.5	-0.3	-0.4	-2.9	1.1	1.1	-1.8	-0.1	-1.6	-0.3
> COc1ccc(-c2nn(-c3ccccc3)cc2C(=O)n2nnc3ccccc32)cc1
 : 1.2	-0.8	-0.8	2.5	-3.3	1.3	4.2	-0.7	7.7	0.2	-0.4
> O=C1OCc2ccc(NC(=O)c3sccc3Cl)cc21
 : -1.3	-0.6	-0.7	1.4	-2.2	2.9	4.3	-4.3	0.9	-1.3	-0.4
> O=C(Cn1cc2c(n1)CCCC2)N1CCc2ccccc21
 : 0.3	-4.1	0.8	1.1	-1.4	4.5*	1.7	1.3	-4.8	1.3	-0.5

# Further results:
# The line under a structure holds: FXN GAA850 act	hgDAF12 agonist	ssDAF-12 act	PLCb3 inh	SMARCA2 activ	DAX1 inh-1	sPLA2-III inh	PG9 binder	NR1D1 modulator	hcDAF12 agonist	DAX1 inh-2
> O=C1/C(=C\c2cc(Cl)c(O)c(Cl)c2)SC(=S)N1Cc1ccccc1
 : 1.0	0.5	-1.1	-115.9	-0.6	-0.5	-12.8	1.5	67.3*	-1.8	-0.6
> CN(C)Cc1ccc(F)cc1Sc1ccc(Cl)cc1Cl
 : -0.3	2.3	-1.1	1.6	7.0	-0.8	3.8	-2.8	-0.4	-1.0	0.7
> O=C(NCc1ccccc1C(F)(F)F)C1CC(O)CN1C(=O)Nc1ccccc1 (centres undefined)
 : -0.9	-0.5	-0.8	-2.6	-2.4	-0.1	0.6	0.8	2.4	-0.7	0.7
> COc1cccc(C(=O)Nc2ccc(S(=O)(=O)Nc3nccc(C)n3)cc2)c1
 : 0.2	0.2	-0.1	0.9	-0.6	0.5	-5.2	-1.5	3.3	0.7	0.7
> CC1CCN(C(=O)COC(=O)/C=C/c2ccco2)CC1
 : 1.5	3.8	-0.3	-10.3	2.5	0.9	-0.8	-2.6	0.6	-0.9	1.3
> COc1cc(C(=O)Nc2nc(C)cc(C)n2)cc(OC)c1OC
 : -1.1	-2.4	-2.0	2.1	0.8	-0.3	0.3	-3.5	0.7	-1.2	-0.3
> CCOc1ccc(CCn2c(-c3ccco3)nc3ccccc3c2=O)cc1OCC
 : -4.2	-2.1	-1.8	-1.9	-1.8	-2.0	3.2	2.0	5.6	-3.0	-0.4
> Cc1ccc2oc(C(=O)N(Cc3nccn3C)C(C)C)c(C)c2c1
 : 1.6	-2.2	-1.0	-0.5	-0.7	-0.1	9.8	-2.3	-3.8	-2.5	-0.4
> CCOC(=O)C(=Cc1ccc(N(C)C)cc1)C(=O)c1ccccc1
 : .	1.3	-1.1	-86.2	-0.6	.	-3.2	-0.9	-6.1	-2.0	-2.6
> COC(=O)c1cc2c(=O)c3ccccc3oc2nc1C
 : 3.8	6.3	-0.5	-12.9	4.3	3.2	15.1	1.5	-2.7	4.0	0.9
> O=C(NC1CCCCC1)NC1C2CC3CC(C2)CC1C3 (centres undefined)
 : 5.2	1.9	-0.2	0.4	0.6	0.2	1.5	0.2	2.0	-1.5	1.1
> C=C(C)Cn1c2ccc(NC(=O)NCCc3ccccc3)cc2c(=O)n1C
 : -0.3	-2.7	-1.9	i	-1.8	.	1.7	1.4	-2.7	-1.0	0.1
> O=C(NCCC1=CCCCC1)c1cc(S(=O)(=O)N2CCCCC2)ccc1Cl
 : 3.6	1.9	-1.1	3.8	2.3	0.9	-1.0	-0.7	3.6	-1.2	-0.2
> CC(=O)C1CCC2C3CCC4CC(OC(=O)CCC(=O)O)CCC4(C)C3C(=O)CC12C (centres undefined)
 : -1.1	-1.1	-1.0	5.1	2.5	-0.3	-15.4	-2.4	-6.1	-1.2	0.5
> CCCCc1ccc(NC(=O)OC)cc1
 : 1.9	2.8	-0.7	0.1	-0.4	2.4	-5.5	0.3	-0.3	1.4	-0.2
> CC1CN(CC(=O)Nc2cc(S(=O)(=O)N3CCCC3)ccc2Cl)CC(C)O1 (centres undefined)
 : -0.5	1.1	-1.3	-5.3	-2.4	1.9	-0.6	-0.5	-6.6	0.0	-0.3
> CCCCCCCCN1C(=O)[C@H](CC(=O)NCCCC)C[C@@]2(C(=O)OC)CC(C)(C)CC=C12
 : .	5.6	-1.3	3.3	-3.3	.	0.0	-1.7	3.5	-0.9	0.0
> CCOC(=O)C1=C(C)N=C2SCCC(=O)N2C1c1sccc1C (centres undefined)
 : -1.3	-0.4	-2.0	-3.9	-1.1	-0.1	-7.9	-0.2	6.3	-0.9	-0.5
> COc1ccc(S(=O)(=O)N2CCCCC2c2cc(C(=O)Nc3ccc(F)c(Cl)c3)no2)cc1 (centres undefined)
 : -1.9	-3.8	-1.5	1.8	-1.5	.	-7.1	-1.9	-6.0	-0.1	-0.3
> O=[N+]([O-])c1ccc(N2CCOCC2)nc1
 : 2.6	0.2	-0.6	2.9	-0.1	0.2	5.6	1.9	5.4	0.9	0.2
> COCOc1ccc(C=O)c(OCOC)c1
 : 0.5	0.0	-1.4	6.6	0.7	0.2	-0.9	1.2	-2.2	0.2	0.8
> CCN(CC)S(=O)(=O)c1ccc(NC(=O)c2cc(C(=O)OC)cc([N+](=O)[O-])c2)cc1
 : 1.3	0.0	-1.2	1.4	-1.2	0.0	0.2	-2.8	2.4	-2.0	0.0
> CCCCn1nnnc1SCC(=O)NCc1ccco1
 : 1.2	1.7	-0.7	-3.2	-5.4	-0.1	0.0	0.4	-0.9	-0.5	-0.6
> O=C(O)c1cscc1-c1cccc2ccccc12
 : 1.1	-2.8	-0.8	-5.3	0.1	1.9	-2.6	1.1	3.9	0.1	-1.2
> C=CCNC(=S)N/N=C/c1ccc(-c2ccc(Cl)cc2Cl)o1
 : 0.2	0.1	-1.4	-73.8	-2.1	-0.2	-4.0	-1.4	1.9	-0.3	-0.2
> NC(=O)C1CCN(C(=O)COCc2cc(-c3ccc4c(c3)OCO4)on2)CC1
 : 2.9	2.6	-0.6	-14.0	4.9	0.2	8.2	0.9	2.5	3.1	0.2
> Cc1cc(C)cc(C(=O)N2CCCCC2)c1
 : -0.2	-2.4	-0.4	4.0	4.0	1.5	-3.5	2.6	9.4	-1.0	-1.9

# From PubChem
